RmlC RmlD mix = inhibitors of RmlC and RmlD coupled enzymes. RmlC/RmlD coupled enzyme inhibition, 384-well mixture HTS. inhibition, % at 5.5 µM. actives 0.39% (n = 110,000). AID 1532; in the data active = inhibition above about 30%, passing the limit was not always enough; also: strong numbers were not always called active
RT RNaseH block = blocks HIV-1 RNase H cleavage of RNA/DNA duplex; P04585; RT-RNase H RNA/DNA duplex cleavage, fluorescence; inhibition, % at 10 µM; actives 1.9% (n = 65,000); AID 565; in the data active = inhibition above about 50%
* marks the source's active call; other numbers are inactive results; x = not tested or not shown.

SMILES	RmlC RmlD mix	RT RNaseH block
CC(=O)C1=C(C)NC(SCC(=O)c2ccc(Cl)cc2)=C(C#N)C1c1ccco1 (stereo unspecified)	11	-45
CCOC(=O)c1cnc(SCC(=O)N2CCN(c3ccccc3)CC2)nc1N	-1	-10
Cc1cc2ccccc2n1CCNC(=O)c1ccccc1	-5	-2
COc1ccccc1CC(=O)NC1CC(C)(C)NC(C)(C)C1	x	-9
Cc1ccc(C(=O)NNC(=O)Cc2ccccc2)cc1	-10	x
COc1ccc(/C=C\c2onc(C)c2S(=O)(=O)N2CCC(C(=O)NCCC(C)C)CC2)cc1	12	x
CCc1ccccc1NC(=O)c1nnn(CC(=O)Nc2ccccc2C)c1N	x	-12
Cc1nn(C(=O)CN2C(=O)c3ccccc3C2=O)c(C)c1Br	x	-6
N#Cc1ccsc1NC(=O)COC(=O)CCCSc1nc2ccccc2s1	-7	-30
Cc1ccc(-c2cc(C(F)F)n3ncc(C(=O)Nc4c(C)nn(Cc5c(Cl)cccc5Cl)c4C)c3n2)cc1	11	x
CC(C)OC(=O)Cn1c(=O)sc2ccccc21	13	-4
COc1ccc([N+](=O)[O-])cc1C1NN=C(c2cccc3ccccc23)S1 (stereo unspecified)	8	x
Cc1ccc(-n2ncc(C(=O)O)c2C2CCN(C(=O)OC(C)(C)C)CC2)cc1	6	-16
COc1ccccc1OCCCn1c(C)c(C#N)c2ccccc21	30	-15
CCN(CC)CCN1C(=O)C(O)=C(C(=O)c2cccs2)C1c1ccc(C)o1 (stereo unspecified)	-15	-6
CCN1CCN(CCCNC(=O)c2cn(CCOC)c(=O)c3c2c2ccccc2n3C)CC1	15	-2
Cc1ccc(C)c2[nH]c(=O)c(CCNC(=O)C(C)C)cc12	x	-1
CCCCc1c(C)c2ccc(OC)c(/C(C)=N\O)c2oc1=O	x	-4
Cc1ccc(Cl)cc1NS(=O)(=O)c1c(C)[nH]c(=O)[nH]c1=O	9	-3
COc1ccc(NC(=O)CCn2nc(C)cc2C)cc1	-37	1
COc1ccc(CNCC(O)(c2ccc(Cl)cc2)c2ccc(Cl)cc2)cc1OC	8	x
NC(=O)c1c(NC(=O)Cc2cccs2)sc2c1CCC2	-17	-3
Cn1c(CSCc2ccccc2Cl)nnc1SCC(=O)Nc1nccs1	5	-11
CC1(C)CC(N(Cc2ccco2)C(=O)Cc2ccccc2)CCO1 (stereo unspecified)	22	-2
Cc1ccc(NC(=O)c2snc3c(=O)[nH]cnc23)cc1C	-14	x
COC(=O)C1=C(C)NC2=C(C(=O)C(C(=O)OC)C(c3ccc(OC)cc3)C2)C1c1ccccn1 (stereo unspecified)	-9	x
CCn1cc(CNC(=O)CCc2ccc(OC)cc2)cn1	-4	-25
CCOC(=O)C1CCN(C(=O)CCS(=O)(=O)c2ccc3c(c2)CCN3C(C)=O)CC1	-11	x
CC(=O)Nc1nonc1-c1nc2ccccc2n1N(C(C)=O)C(C)=O	-15	35
Cc1ccc(OCC(O)CN2CCN(c3ccccc3)CC2)cc1 (stereo unspecified)	-12	-3
CCOc1ccc(CN(C(=O)c2ccco2)C2CCS(=O)(=O)C2)cc1 (stereo unspecified)	x	3
CCOC(=O)c1cnc(-c2ccccc2)nc1Oc1ccc(C)cc1	5	x
CCOC(=O)N1CCN(C(=O)COc2cc(=O)n(C)c3ccccc23)CC1	0	-10
COc1ccc2[nH]c(=O)c(CN(C(=O)c3ccncc3)C(C)C)cc2c1	12	0
COc1cccc(Nc2nc(N)nc(-c3oc4ccccc4c3C)n2)c1	1	x
CN1CCN(C(=O)CN(Cc2ccc(Cl)cc2)S(C)(=O)=O)CC1	-13	0
Clc1ccc(OCCOCCN2CCCCC2)c(Br)c1	4	x
CC(O)/C=C/c1ccc2ccccc2n1 (stereo unspecified)	9	-11
Cc1ccc(N(CN2C(=O)NC(C)(C)C2=O)CN2C(=O)NC(C)(C)C2=O)cc1	6	-2
O=C(NC1CCCCC1)c1ccccc1NC(=O)C1CC(=O)N(c2ccccc2)C1 (stereo unspecified)	-5	x

Overlap with the part before: 6 entries, then new ones.
SMILES	RmlC RmlD mix	RT RNaseH block
COc1cccc(Nc2nc(N)nc(-c3oc4ccccc4c3C)n2)c1	1	x
CN1CCN(C(=O)CN(Cc2ccc(Cl)cc2)S(C)(=O)=O)CC1	-13	0
Clc1ccc(OCCOCCN2CCCCC2)c(Br)c1	4	x
CC(O)/C=C/c1ccc2ccccc2n1 (stereo unspecified)	9	-11
Cc1ccc(N(CN2C(=O)NC(C)(C)C2=O)CN2C(=O)NC(C)(C)C2=O)cc1	6	-2
O=C(NC1CCCCC1)c1ccccc1NC(=O)C1CC(=O)N(c2ccccc2)C1 (stereo unspecified)	-5	x
COc1ccc(C(=O)NNC(=O)CN2CCC(n3nnc4cc(C(F)(F)F)ccc43)CC2)cc1	-16	x
CCC(CC)COC(=O)C(C#N)c1nc2ccccc2nc1N1CCN(CC)CC1 (stereo unspecified)	5	6
Cc1nn(-c2ccccc2)c2sc(C(=O)O)cc12	10	0
CN(c1ccc(C(=O)Nc2nccs2)cc1)S(=O)(=O)c1ccccc1	-7	-6
CSc1ccn(CCC(=O)O)c(=O)n1	3	-9
COC(=O)C(C)Oc1ccc(-c2nccc(-c3cccs3)n2)cc1 (stereo unspecified)	12	x
O=C(NC1CC1)C1CCN(c2ccc(S(=O)(=O)N3CCOCC3)cc2)CC1	6	-2
CCCCC(CC)CNC(=O)CCS(=O)(=O)c1cccc2nonc12 (stereo unspecified)	x	8
CCOc1ccc2[nH]c(C)c(CN3CCOCC3)c(=O)c2c1	-4	-1
CC(O)c1nc2ccccc2n1Cc1nnc(-c2ccc(Cl)cc2)o1 (stereo unspecified)	-7	-6
CCCOc1ccc(/C(O)=C2/C(=O)C(=O)N(CCN3CCOCC3)C2c2ccccc2)cc1 (stereo unspecified)	x	0
c1ccc(Cn2nnc3c(N4CCOCC4)ncnc32)cc1	-7	-21
CCOC(=O)C1=NN(c2cccc(C)c2)C2(S1)SC(C(C)=O)=C(C)N2c1ccccc1 (stereo unspecified)	-7	x
CCOC(=O)c1oc2cccc(O)c2c1CN(Cc1ccccc1)C(C)=O	-11	-2
Cc1ccc(C(=O)NCCOC23CC4CC(CC(C4)C2)C3)cc1	-9	x
Cc1cc(C)nc(SCC(=O)O)n1	8	1
Cc1ccc(Cn2nnc3c(=O)[nH]c(C4CCN(S(=O)(=O)c5ccc(C)cc5)CC4)nc32)cc1	10	-4
O=C(CN(C(=O)CSc1nc2ccccc2o1)c1cccc(F)c1)NC1CCCCC1	-10	x
CCOC(=O)C1CCCN(CCC(=O)Nc2cccc(F)c2)C1 (stereo unspecified)	9	2
COc1cc2cc3c(N)c(C(=O)Nc4sc(C)c(C)c4C#N)sc3nc2cc1OC	-3	x
CCC1Oc2ccccc2N(Cc2ccccc2C)C1=O (stereo unspecified)	-8	x
O=C(NCc1ccc(C(F)(F)F)cc1)C12CN(Cc3ccccc3)CC1C(c1cccc([N+](=O)[O-])c1)=NO2 (stereo unspecified)	-11	x
Cc1[nH]c(C)c(C(=O)O)c1CNC1CCCCC1C (stereo unspecified)	15	-4
Cc1ccc(-c2nc3ccccc3[nH]2)s1	21	18
O=C(NC(Cc1c[nH]c2ccccc12)c1nnc2n1CCCCC2)c1ccccc1 (stereo unspecified)	11	x
COC(=O)C1=C(N)OC2=C(C(=O)CC(C)(C)C2)C1c1cccs1 (stereo unspecified)	1	-15
Cc1cc(C)cc(COn2ccnc2)c1	22	x
O=C(NC(=S)N1CCCc2ccccc21)c1ccc([N+](=O)[O-])cc1	5	x
C/C(=N\NC(=O)c1ccccc1O)c1c(O)cc(C)oc1=O	11	x
O=C(CSc1nc2ccccc2n1S(=O)(=O)c1ccccc1)N1CCCCC1	-10	x
Cc1cccc(NS(=O)(=O)c2ccc(Oc3ccccc3)cc2)n1	5	-4
CC1(C)Cc2c(sc3c2c(=N)n(Cc2ccco2)c(=O)n3Cc2ccccc2)CO1	11	-2
C/C(=C\COc1cc(=O)[nH]c2ccccc12)CCC(O)C(C)(C)O (stereo unspecified)	4	x
Cc1cc(-c2cc(C(=O)NC3CCCC3)on2)nc(NCC2CC2)n1	-8	x
O=S(=O)(NC1CCCCCCC1)c1cccs1	3	-4
O=C1CN=C(Nc2ccccc2)N1Cc1cccs1	3	x
Cc1cc(=O)[nH]c2ccccc12	-17	-19
Cc1ccc2cc(C)c3nnc(SCC(=O)Nc4nc5c(s4)CCCC5)n3c2c1C	6	x
O=C(Nc1ccc(-c2cn3ccsc3n2)cc1)C1CC1	-10	-9
Cc1nnc(SCC(=O)Nn2cnnc2)s1	-2	-12

Single records, from the list above. Values in the order: RmlC RmlD mix	RT RNaseH block
Cc1cc(C)cc(COn2ccnc2)c1 in the list: 22	x
C/C(=C\COc1cc(=O)[nH]c2ccccc12)CCC(O)C(C)(C)O (stereo unspecified) in the list: 4	x

4 entries from above, in markdown:
| SMILES | RmlC RmlD mix | RT RNaseH block |
| --- | --- | --- |
| Cc1ccc(-c2nc3ccccc3[nH]2)s1 | 21 | 18 |
| CCC1Oc2ccccc2N(Cc2ccccc2C)C1=O (stereo unspecified) | -8 | x |
| COC(=O)C1=C(N)OC2=C(C(=O)CC(C)(C)C2)C1c1cccs1 (stereo unspecified) | 1 | -15 |
| O=C1CN=C(Nc2ccccc2)N1Cc1cccs1 | 3 | x |

Retrieved by compound from the list above:
SMILES	RmlC RmlD mix	RT RNaseH block
C/C(=C\COc1cc(=O)[nH]c2ccccc12)CCC(O)C(C)(C)O (stereo unspecified)	4	x
Cc1ccc(-c2nc3ccccc3[nH]2)s1	21	18

Later entries
SMILES	RmlC RmlD mix	RT RNaseH block
COc1cc(O)cc2cc3c(c(O)c12)C(=O)CC(C)(O)O3 (stereo unspecified)	7	x
CCC(=O)Nc1nnc(CSCc2ccc(F)cc2)s1	7	x
Cn1c(SCC(=O)N2CCCCCC2)nc2c([nH]c3ccccc32)c1=O	10	18
O=C(NNS(=O)(=O)c1ccccc1)c1cnn(-c2ccccc2)c1-n1cccc1	9	x
CN(C)CCCC1(O)c2ccccc2C=Cc2ccccc21	-14	x
CC(C)(C)NC(=O)c1ccncc1	-12	x
CCOc1cc2c3c(c1)C1(C(=O)N3C(C)(C)C=C2C)C(C#N)=C(N)Oc2cc(O)ccc21 (stereo unspecified)	117	6
Cc1cccc(Cc2c(C)nc3c(C(=O)N4CCN(Cc5ccc6c(c5)OCO6)CC4)cnn3c2C)c1	-6	x
O=c1c2cnn(-c3ccccc3)c2ncn1Cc1cccnc1	-12	-32
C=CCNC(=O)c1onc(CSc2ccc(Cl)cc2)c1C(=O)NCC=C	11	x
COc1ccc(/C=C2/C(=O)ON=C2c2ccccc2)cc1OC	5	x
CC1CC(C)CN(S(=O)(=O)c2cccc3cccnc23)C1 (stereo unspecified)	19	-62
COc1ccccc1S(=O)(=O)Cc1ccc(C(=O)N2CCOCC2)o1	10	-2
CCc1nc2ccccc2c(=O)n1NC(=O)c1c(O)c2cccc3c2n(c1=O)CCC3	-4	-26
C[C@H](NC(=O)c1nc[nH]c1C(=O)NCc1ccc(CNC(=O)OC(C)(C)C)cc1)C(=O)OC(C)(C)C	7	x
CCOc1ccc2oc(-c3ccccc3)c(C(=O)O)c2c1	26	-7
COc1ccc(-c2cc(C(=O)NCCCn3ccnc3)no2)cc1OC	-11	x
O=S(=O)(c1cc(-c2nnc(-c3ccc(Br)cc3)o2)ccc1Br)N1CCCCCC1	-1	x
Cc1nn(C)c(C)c1S(=O)(=O)N1CCCC(C(=O)N2CCN(c3ccccc3)CC2)C1 (stereo unspecified)	x	-4
Cc1ccc(NC(=O)N(Cc2ccc3c(c2)OCO3)Cc2cc3cc4c(cc3[nH]c2=O)OCCO4)cc1	-55	27
CCOc1ccc(CNC(=O)C2CCC(=O)N2C2CCCC2)cc1OC (stereo unspecified)	-13	7
c1cncc(CNC2CCCc3ccccc32)c1 (stereo unspecified)	4	-7
CCCCNC(=O)c1ccc2nc(-c3ccco3)c(-c3ccco3)nc2c1	-2	92*
O=[N+]([O-])c1ccc(N2CCN(c3ccc(Cl)nn3)CC2)cc1NC1CC1	7	x
C=CCn1c(-c2ccoc2C)n[nH]c1=S	-10	x
COCCCNC(=O)COc1ccc(-c2nccc(-c3ccccn3)n2)cc1	11	x
NC(=O)C1CCN(C(=O)CN2C(=O)c3ccccc3S2(=O)=O)CC1	4	-3
CC(=O)N1CCC(=NNS(=O)(=O)c2ccc(C)c([N+](=O)[O-])c2)CC1	1	x
CCn1c(SCC(=O)N2CCc3ccccc32)nnc1-c1c[nH]c2ccccc12	-6	2
COc1ccc(Cl)cc1-n1c(C)cc(C(=O)O)c1C	2	4
Cc1ccc(/C=N/Nc2nc(Cl)c(Cl)cc2Cl)s1	-12	x
COc1ccnc(Oc2ccc(C)cc2C)c1C#N	-18	x
O=C(c1ccccc1-c1nc(-c2ccc(Cl)cc2)no1)N1CCCC1	-4	1
Nc1ccc(Nc2ccccc2N)cc1	20	17
Cc1ccc(NC(=O)c2cccc3c2C(=O)N(C2CCCCC2)C3)cc1	-12	x
Cc1cc(-c2csc(NC(=O)c3cc4ccccc4o3)n2)c(C)n1C	7	34
CCCSc1nnc(CN2CCOCC2)n1C	5	0
COc1ccc(C)cc1S(=O)(=O)N(CC(=O)Nc1cccc([N+](=O)[O-])c1)c1cc(C)cc(C)c1	-15	x
COc1ccc(OC)c(S(=O)(=O)n2cnc3cc(C)c(C)cc32)c1	7	-92
CCOC(=O)N1CCN(C(=O)Cn2c(C)cc3ccccc3c2=O)CC1	-6	0
CCCCCCCCS(=O)c1sc2nc(C)cc(C)c2c1N (stereo unspecified)	5	x
C=CCn1c(SCCC)nc(O)cc1=O	11	x
CCc1ccc(NC(=O)CSc2nnc(Cc3cccn3C)n2-c2ccc(F)cc2)cc1	6	5
CCn1c(Cc2ccccc2)nnc1SCC(=O)N1CCCCC1	-9	x
C#CCSc1nnc(-c2ccc(OC)cc2)o1	1	x
Cc1nc(C(=O)Nc2ccc(F)cc2)nn1-c1ccc([N+](=O)[O-])cc1	0	x
Oc1ccccc1OCc1nc2ccccc2s1	5	-31

Not all compounds are listed; rates above refer to the full screens.
